Screens from PubChem.
CF NFkB block – inhibitors of PAF-induced NF-kB signaling, primary screen, cell-based, GFP fluorescence, uHTS. AID 588850, 2011. KKLEB NF-kB-GFP reporter, GFP fluorescence overnight. inhibition, % at 5 µM. 0.86% of 360,000 active;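 active = at least 50% inhibition at 5 µM, scaled per plate between neutral and stimulator controls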;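 also: PAF is a Pseudomonas aeruginosa culture filtrate used as stimulus; plate controls were PAF-stimulated DMSO wells for no effect and unstimulated DMSO wells for full effect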
Shn3 inh set2 – reduction of Shn3 3'UTR firefly luciferase signal, primary screen, Schnurri-3 inhibitor project, cell-based, Clone20 osteoblasts, set 2; Clone20 osteoblast Shn3 3'UTR firefly luciferase, 24 h; inhibition, % at 12.5 µM; 0.52% of 360,000 active; AID 588674, 2011;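 active = mean inhibition of at least 75% with every replicate also reaching 75%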;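 also: 0% = median of neutral control wells and 100% = pilot-screen positive control compound; some compounds past the cut are filed as inactive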
NR2E3 ag-1 – NR2E3 agonists in two-hybrid cells, primary screen, cell-based, luminescence, CHO-S, Gal4-NCOR/VP16-NR2E3. AID 602229, 2012. luciferase. 0.35% of 360,000 active. inhibition of corepressor binding, % at 3.98 µM. Photoreceptor-specific nuclear receptor (Homo sapiens), Q9Y5X4;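 active = inhibition above the mean of all tested compounds plus 3 SD, cut at about 70% in these data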;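 also: 0% = DMSO with NR2E3 transfected cells and 100% = cells lacking NR2E3 construct; higher means lower luciferase signal from less NR2E3 corepressor binding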
Target sequence (Q9Y5X4 whole entry, looked up, the tested form may be a part): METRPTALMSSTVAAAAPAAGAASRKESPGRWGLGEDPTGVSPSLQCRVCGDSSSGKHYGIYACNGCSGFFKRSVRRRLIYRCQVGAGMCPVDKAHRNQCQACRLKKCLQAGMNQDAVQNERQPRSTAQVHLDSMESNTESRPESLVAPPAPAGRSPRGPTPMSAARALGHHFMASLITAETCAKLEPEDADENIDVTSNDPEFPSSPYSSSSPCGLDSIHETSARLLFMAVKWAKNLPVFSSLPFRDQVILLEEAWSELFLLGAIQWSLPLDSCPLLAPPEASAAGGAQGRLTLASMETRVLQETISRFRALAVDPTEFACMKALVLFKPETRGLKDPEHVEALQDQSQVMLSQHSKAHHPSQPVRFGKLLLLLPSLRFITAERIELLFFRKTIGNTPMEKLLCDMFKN
MITF TRPM1 inh – inhibitors of MITF-dependent TRPM1 promoter reporter, primary screen, cell-based, SK-MEL-5, single point, luciferase. SK-MEL-5 TRPM1 promoter luciferase, 24 h. 0.83% of 330,000 active. inhibition, % at 12.5 µM;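 active = mean inhibition across replicates of 60% or more, whatever share of single replicates reaches that level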; also: values of inactives mirror those of a sister screen read the other way
aDG glyco act – activators of alpha-DG glycosylation, primary screen, uHTS, Pro5-aDG cells, AlphaScreen; alpha-DG glycosylation AlphaScreen (IIH6); 0% Pro5, 100% B10-LARGE cell signal; activation, % at 10 µM; 0.22% of 360,000 active; AID 624168, 2012;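 active = activation of at least 8% versus controls, or a plate z-score of at least 8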;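 also: Pro5 are CHO cells carrying HIG-tagged alpha-DG that lacks glycosylation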
NR2E3 ag-2 – inhibitors of NR2E3-RetCOR corepressor binding, primary screen, NR2E3 agonist project, biochemical, TR-FRET, GST-NR2E3, biotin-RetCOR; 1536-well; AID 2300, 2010; inhibition of corepressor binding, % at 4.78 µM; 0.12% of 320,000 active; Photoreceptor-specific nuclear receptor (Homo sapiens), Q9Y5X4;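 active = percent inhibition above the cutoff of mean plus 3 SD of all tested compounds, set per screening campaign, cut at about 20% in these data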;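 also: 0% = DMSO wells and 100% = biotin wells as full block of FRET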
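Material: NR2E3–RetCOR corepressor complex / Amount: 1.35 nM GST-NR2E3 / Medium: Tris pH 7.5 / Compound: single nominal compound dose of 4.8 µM / Incubation: 5 h at 4 °C / Technique: TR-FRET, Eu(K)-anti-GST donor, streptavidin-D2 acceptor, ex 340, em 617/671 nm / Read-out basis: percent loss of FRET ratio relative to control wells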
TWEAK-Fn14 inh – inhibitors of TWEAK-Fn14 signaling, primary screen, luciferase reporter cells, uHTS. AID 1159606, 2016. TWEAK-stimulated Fn14 reporter cells, luciferase luminescence, 8 h. inhibition, % at 10 µM. 2% of 360,000 active; in the data active = inhibition above about 50%
HIF-2a block – HIF-2a reporter inhibitors, primary screen, luminescence, 786-0 RCC cells | 786-0 RCC cells HIF-2a reporter, luciferase luminescence, overnight | inhibition, % at 18.8 µM | 0.72% of 360,000 active | AID 624352, 2012;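 active = inhibition of the luminescence signal of 40% or more relative to plate controls, in a single-dose primary screen at 18.75 µM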
iPSC survival up – enhancers of single-cell hiPSC survival, primary screen, ATPlite luminescence; survival enhancement, % at 20 µM; 100% = ROCK inhibitor wells, 0% = DMSO; 0.044% of 360,000 active; in the data active = survival enhancement above about 18%;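 also: cells exposed to compounds for 16 hours before the ATP read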
KKLEB tox – cytotoxicity in KKLEB CF airway cells, primary screen, cytotoxicity control for CF NF-kB inhibitor project, cell-based, uHTS, fluorescence assay plates. KKLEB CF airway cells viability, ATPlite luminescence, overnight; hits give low values; cells stimulated with P. aeruginosa culture filtrate. activity change (cytotoxicity), % at 5 µM. 0.36% of 360,000 active. AID 602141, 2011;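 active = corrected activity change at or below -50% at 5 µM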
Peg3 prom inh – Peg3 promoter-driven luciferase inhibitors, primary screen, cell-based, HeLa, luciferase luminescence | 1.7% of 360,000 active | HeLa PEG-Prom luciferase reporter, overnight | AID 588405, 2011 | inhibition, % at 20 µM;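 active = inhibition of at least 50% at 20 µM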
The depositor's hits bear a star; . = no result given. These rows are one share of the data; the hit share may differ from the screen's.

Results follow in this order: CF NFkB block, Shn3 inh set2, NR2E3 ag-1, MITF TRPM1 inh, aDG glyco act, NR2E3 ag-2, TWEAK-Fn14 inh, HIF-2a block, iPSC survival up, KKLEB tox, Peg3 prom inh
O=C(COc1ccc(Cl)cc1)N1CCN(Cc2ccccc2)CC1
    0.1, -8.0, -3.1, -3.8, 0.5, 0.2, 7.1, -16.3, -2.8, -1.8, 0.6
Cc1ccc(/C=C2\C(=O)NC(=S)N(c3ccc(F)cc3)C2=O)o1
    10.5, 8.1, 3.5, 2.9, -0.1, ., 28.2, 9.2, 0.1, -0.8, 22.5
CC(Cc1ccccc1)NCCC(c1ccccc1)c1ccccc1 (configuration not stated)
    1.5, -4.0, 6.0, 46.5, 0.4, 1.2, -10.0, -25.2, -3.4, -16.7, 69.5*
O=Cc1c(C(=O)O)n(Cc2ccccc2Cl)c2ccccc12
    5.3, 7.8, -7.1, -1.3, -0.1, 6.8, 1.2, 10.2, -0.7, 8.2, 11.7
CCc1cc(=O)oc2cc(C)cc(OCC(=O)N3CCC(C(=O)O)(c4ccccc4)CC3)c12
    -30.5, -11.8, -29.4, -6.6, 0.3, 2.7, -6.7, 13.0, 0.0, 10.8, 8.5
CN(C)c1ccc(/C=C2\C(=O)NC(=O)N(Cc3ccc(F)cc3)C2=O)cc1
    -3.3, ., 2.6, 15.0, 0.0, -3.0, 6.5, 17.6, -0.5, 2.1, 15.6
O=C(Nc1ccccc1)c1cc([N+](=O)[O-])ccc1N1CCNCC1
    3.3, -9.3, -2.1, 12.2, -1.1, 2.4, 16.2, 6.8, 2.7, 9.0, 4.6
CCOC(=O)C1CCN(/C=C2/C(=O)NC(=S)N(c3cccc(OC)c3)C2=O)CC1
    -6.9, -15.0, -7.7, 6.4, -0.1, 0.0, 3.3, 13.2, 1.2, -2.4, 4.1
COc1ccc(-n2cnc3cc(C(=O)N4CCC5(CC4)OCCO5)ccc32)cc1
    13.1, 7.5, -52.7, 15.9, -0.4, -0.6, 9.0, 15.8, -0.2, -12.6, 18.1
COc1ccc(CCNC2CCCCC2)cc1OC
    -24.8, 4.0, -8.9, -3.4, -0.2, 0.0, -14.6, 18.6, 6.3, 17.3, 11.3
O=C1NC(=O)N(c2ccccc2)C(=O)/C1=C/C=C/c1ccco1
    -2.3, -6.4, 0.1, 94.7*, 0.0, -0.7, 14.4, 30.3, 0.6, 4.8, 35.6
COC(=O)C(c1ccccc1)N1CCCCCC1 (configuration not stated)
    8.9, 0.0, -23.3, 0.0, -0.2, -1.3, 3.8, 12.2, 0.9, 4.7, 13.0
CCC12CN3CCN(CC(C3)C1O)C2 (configuration not stated)
    8.9, -21.0, 8.4, -3.2, -0.1, 1.4, -14.5, 7.3, 1.2, -13.9, 8.6
O=c1[nH]c(=O)n(Cc2ccccc2)c(O)c1/C=N/Nc1c(F)c(F)c(F)c(F)c1F
    -7.4, 0.2, -49.9, ., -0.1, 1.6, -7.7, 13.9, -0.7, 1.1, 14.8
COc1ccccc1C=C1C(=O)NC(=S)NC1=O
    -25.9, 10.9, -4.4, 4.6, 0.2, ., 0.3, 3.2, 1.6, 13.5, -1.8
CCCC(C)n1[nH]c(=O)c2c1NC(=O)CSC2c1ccccc1 (configuration not stated)
    -7.8, -3.0, -25.1, -6.3, 0.1, 1.8, -2.2, 13.0, -0.8, -2.0, -2.1
COc1ccc(CCN)cc1OC
    -7.4, 0.6, 13.8, 2.8, -0.1, -0.3, -13.2, 16.9, -0.2, -4.8, 6.6
CN1CCN(c2ccc([N+](=O)[O-])c(NCc3ccco3)c2)CC1
    13.2, 3.8, -45.3, -17.4, -0.2, -2.8, 3.6, -0.1, -0.4, -4.4, 14.3
CCOP(=O)(OCC)C(O)c1ccc(OC)cc1 (configuration not stated)
    6.3, 3.0, -11.1, -8.2, 0.0, -6.2, -7.4, 15.7, 0.0, 3.2, 12.3
OC(c1ccc(F)cc1)C(c1ccccc1)N1CCOCC1 (configuration not stated)
    4.8, -1.6, 10.2, -5.1, -0.1, 2.4, -13.7, 10.3, 2.2, 0.9, 16.7
COc1ccc(C(=O)C(Cc2ccccc2)N(C)C)cc1 (configuration not stated)
    -12.1, -5.2, -14.8, -7.7, 0.1, 2.5, -3.4, -25.3, -1.9, 13.9, -15.7
CCCNC(=O)N1[C@H]2CC[C@@H]1C(C(=O)OC)=C(c1cccc(OC)c1OC)C2
    -5.5, -10.5, -5.2, 7.9, -0.1, 1.8, 5.0, -3.5, -1.9, -2.0, 13.4
COc1cccc(OP(=O)(Nc2ccccc2)Oc2cccc(OC)c2)c1
    38.5, 22.8, -3.4, 9.5, -0.2, 2.9, 23.6, 1.9, 0.5, -16.2, 43.1
COCCCNC(=O)c1c(NC(=O)c2ccccc2)n(Cc2ccccc2)c2nc3ccccc3nc12
    -4.2, 22.5, 11.8, 7.7, 0.4, 2.6, 9.6, 6.0, 1.3, 11.2, 11.2
CC(=O)C1CCC2C3CCC4CC(O)CCC4(C)C3CCC12C (configuration not stated)
    -10.2, 7.7, 0.0, -0.6, 0.1, 1.3, -27.9, 13.0, 0.8, 18.5, 10.4
CC(=NCCCN1CCOCC1)c1c(O)n(Cc2ccccc2)c(=O)[nH]c1=O
    2.3, -9.4, -5.9, -3.4, -0.1, -2.5, -8.3, 10.5, -1.5, -3.6, 1.8
O=c1[nH]c(=O)n(Cc2ccc(F)cc2)c(O)c1C=NCCN1CCCCC1
    3.0, 8.0, -8.2, -5.0, -0.1, -0.2, -10.3, 14.2, -0.9, 10.6, 13.0
CCOC(=O)C1(c2ccccc2)CCN(CC(O)c2ccc(NC(C)=O)cc2)CC1 (configuration not stated)
    -1.4, -2.4, -16.9, -10.1, -0.2, ., 2.1, -18.0, -4.5, 7.8, -33.8
CCCCOCCCn1c(N)c(C(=O)OCCOC)c2nc3ccccc3nc21
    4.1, -3.6, 11.4, -2.8, 1.4, 0.0, 17.3, 5.7, 4.7, -3.6, 13.5
COc1ccc(C(=O)NC(=S)N2C[C@H]3C[C@H](C2)c2cccc(=O)n2C3)cc1OC
    13.3, -13.0, -14.9, 13.3, 0.1, 1.1, 5.8, 0.8, 4.6, -10.5, -8.7
CNC(=O)N(C)c1nnc(C(C)(C)C)s1
    4.4, -13.5, -10.2, -2.4, -0.2, -0.2, 10.2, 10.3, -0.9, 2.1, 10.2
CN1c2ccc([N+](=O)[O-])cc2CC2(C(=O)NC(=O)N(c3ccc(Br)cc3)C2=O)C1c1ccccc1 (configuration not stated)
    -6.5, 21.5, -27.8, -2.6, -0.2, 2.0, 25.7, 6.7, -1.8, 10.7, 23.9
O=C(CN1CCCCC1)NCC(=O)Nc1ccc(Br)cc1C(=O)c1ccccc1
    2.8, 14.5, -6.0, 2.9, 0.0, 2.7, 3.0, -1.0, -1.5, 6.2, 13.2
Cc1ccc(-c2cc(-c3ccccc3)cc(-c3ccccc3)[n+]2-c2ccc(C(=O)O)cc2)cc1
    -12.5, -5.0, 17.7, -0.7, 0.1, 1.8, 0.3, 8.9, -1.0, -5.2, -4.8
Nc1ncnc2c1ccn2[C@@H]1O[C@H](CO)[C@@H](O)[C@H]1O
    86.9*, 96.1*, 99.6*, ., -0.3, 2.1, 94.9*, 35.2*, 0.2, -97.1*, 99.5*
O=C(c1ccc2c(=O)n(Cc3ccc4c(c3)OCO4)c(=S)[nH]c2c1)N1CCC2(CC1)OCCO2
    7.1, -4.5, -5.8, 12.4, 0.0, -1.4, -10.5, -4.4, -0.7, -12.0, 11.8
Cc1cc(C(=O)OCC(=O)Nc2c(F)cccc2F)c(C)n1C1CC1
    -2.8, -27.4, -14.4, 1.5, -0.1, ., 4.5, 7.5, -0.4, -1.6, 6.5
Clc1ccc(CN2CCNCC2)cc1
    -18.5, 2.7, 4.5, 9.3, -0.1, 3.8, 1.4, -2.5, 0.5, -1.4, 5.8
Oc1cc(O)cc(/C=C/c2ccc(O)cc2O)c1
    -3.9, 3.7, -70.6, -94.9, -0.3, -1.0, -32.3, -41.3, -4.3, 3.2, -106.5
Cc1ccc(-n2c(=S)[nH]c3ccccc3c2=O)cc1F
    -27.1, -36.8, -137.8, ., 0.0, ., -30.6, -217.1, -3.7, -5.8, -191.5
COC(=O)C1=C(c2cc3ccccc3o2)C[C@@H]2CC[C@H]1N2C(=O)NCCCOC(C)C
    -11.8, 1.2, -53.9, -3.2, -0.1, -2.8, 3.1, 1.4, -1.7, 0.4, -13.1

Part of the list above in order of molar mass, ascending:
Results follow in this order: CF NFkB block, Shn3 inh set2, NR2E3 ag-1, MITF TRPM1 inh, aDG glyco act, NR2E3 ag-2, TWEAK-Fn14 inh, HIF-2a block, iPSC survival up, KKLEB tox, Peg3 prom inh
Cc1ccc(-n2c(=S)[nH]c3ccccc3c2=O)cc1F
    -27.1, -36.8, -137.8, ., 0.0, ., -30.6, -217.1, -3.7, -5.8, -191.5
Cc1cc(C(=O)OCC(=O)Nc2c(F)cccc2F)c(C)n1C1CC1
    -2.8, -27.4, -14.4, 1.5, -0.1, ., 4.5, 7.5, -0.4, -1.6, 6.5
CCOC(=O)C1(c2ccccc2)CCN(CC(O)c2ccc(NC(C)=O)cc2)CC1 (configuration not stated)
    -1.4, -2.4, -16.9, -10.1, -0.2, ., 2.1, -18.0, -4.5, 7.8, -33.8
